M. tuberculosis GlmU = inhibition of mycobacterial GlmU enzyme – biochemical, glucosamine-1-phosphate acetyltransferase (AID 1376). M. tuberculosis GlmU acetyltransferase enzyme assay; higher % means a stronger effect. one-dose inhibition, %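 (tested at 30 µM in the primary screen)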; IC50 in µM for titrated hits. 220,000 compounds, 0.25% hits; in the data active = inhibition above about 13%; inconclusive = no clear call, values can overlap the other calls;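 also: 0% = complete reaction with vehicle and 100% = reaction without substrate; strong numbers were not always called active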
Mtb RmlCD inh = M. tuberculosis RmlC/RmlD inhibition | P9WH09+P9WH11 | RmlC+RmlD coupled enzyme assay, percent inhibition; primary screen in compound mixtures | inhibition, % at 3.6 µM | 160,000 compounds, 0.03% hits | AID 1533; in the data active = inhibition mostly above about 34%, no sharp cut-off; inconclusive = no clear call, values can overlap the other calls; inactive = mostly below about 22%; also: some results filed as inactive read as strong as hits
Target sequence (P9WH09 whole entry, looked up): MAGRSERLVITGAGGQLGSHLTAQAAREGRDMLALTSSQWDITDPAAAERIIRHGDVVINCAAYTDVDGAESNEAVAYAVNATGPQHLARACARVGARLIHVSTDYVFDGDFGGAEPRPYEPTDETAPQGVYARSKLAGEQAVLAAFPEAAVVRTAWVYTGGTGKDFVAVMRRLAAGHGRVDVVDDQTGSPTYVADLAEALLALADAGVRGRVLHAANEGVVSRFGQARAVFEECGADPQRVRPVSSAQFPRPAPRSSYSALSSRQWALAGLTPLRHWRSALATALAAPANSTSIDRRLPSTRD
Target sequence (P9WH11 whole entry, looked up): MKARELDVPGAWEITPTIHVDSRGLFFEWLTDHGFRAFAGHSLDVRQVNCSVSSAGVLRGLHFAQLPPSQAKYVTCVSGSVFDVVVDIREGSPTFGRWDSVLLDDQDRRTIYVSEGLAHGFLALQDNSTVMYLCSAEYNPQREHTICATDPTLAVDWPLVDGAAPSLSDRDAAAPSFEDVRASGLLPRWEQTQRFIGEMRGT
An asterisk follows results filed as active; ? = inconclusive; / = no result given.

SMILES	M. tuberculosis GlmU	Mtb RmlCD inh
COc1ccc(N2CC(C)Cn3c2nc2c3c(=O)[nH]c(=O)n2C)cc1 (stereo not given)	5.6%	2
C=COCCNC(=O)C(=O)NC(C)C	0.7%	/
Cc1ccc(CN2CCSCC2)c(C)c1	-5.6%	6
O=C(NN1C(=O)/C(=C/c2cccs2)SC1=S)c1ccncc1	-3.5%	/
Cc1cc(O)ccc1NC(=O)CCN1C(=O)c2ccc([N+](=O)[O-])cc2C1=O	-1.7%	0
CC(C)C[C@H](NC(=O)NC1CCCc2ccccc21)C(=O)O (stereo not given in full)	-2.0%	-10
O=C(c1ccccc1)c1cc2c(cc1[N+](=O)[O-])OCCO2	2.2%	/
CC(c1ccccc1)N1C(=O)C2C3CCC(C3)C2C1=O (stereo not given)	1.1%	8
O=C(Nc1ccc(N2CCN(Cc3ccccc3F)CC2)cc1)c1ccccc1[N+](=O)[O-]	8.7%	-14
CSc1cccc(NC(=O)Nc2ccccc2C(N)=O)c1	-0.6%	/
O=C1CN(C(=O)COC(=O)CCNS(=O)(=O)c2ccc(Cl)cc2)c2ccccc2N1	7.0%	/
CCN1C(=O)c2cccc3c(S(=O)(=O)NC(Cc4c[nH]c5ccccc45)C(=O)O)ccc1c23 (stereo not given)	5.9%	10
NC(=O)c1cc(N)ccc1N1CCCC1	1.6%	6
Cc1ccccc1CN1C[C@@H]2C[C@@H](c3ccc4nsnc4c3)N3CCC[C@@]23C1=O	-4.0%	/
COc1ccc(CCNC(=O)C2CCCN(Cc3nc(-c4cccc(Cl)c4)oc3C)C2)cc1OC (stereo not given)	4.0%	2
COc1ccc(SCCN2CCN(CC(C)C)CCC2=O)cc1	-1.6%	/
CCOC(=O)COn1c(=O)c(-c2ccc(OC)c(OC)c2)[n+]([O-])c2ccccc21	-6.2%	3
CC(=O)n1c(C=Nc2ccc(Cl)cc2)c(O)c2ccccc21	6.8%	/
Cc1cc(NC2C3CC4CC(C3)CC2C4)n2ncnc2n1 (stereo not given)	9.5%	/
CCS(=O)(=O)c1ccc2oc(Nc3ccc(C(C)(C)C)cc3)nc2c1	5.3%	-13
CSc1ccc(C2C(C#N)=C(N)N(c3ccccc3)C3=C2C(=O)CCC3)cc1 (stereo not given)	1.4%	2
COC(=O)c1ccc(CSc2ncnc3ccccc23)o1	7.9%	-6
Cc1cc(CNC(=O)COc2ccc(F)cc2Cl)cc(C)c1O	-8.0%	-11
CCOC(=O)N1CCN(CC(=O)Nc2ccc(C)c(Br)c2)CC1	/	-6
CCOC(=O)c1ccc2nc(NC(NC(C)=O)(C(=O)OC)C(F)(F)F)sc2c1 (stereo not given)	0.2%	29

Next part:
SMILES	M. tuberculosis GlmU	Mtb RmlCD inh
COC(=O)c1cc(NC(=O)C2(S(=O)(=O)c3ccc(C)cc3)CC2)cc(C(=O)OC)c1	-2.4%	-11
CCOC(=O)c1sc2nc3c(SCC(=O)O)cc(C(=O)c4ccccc4O)cn3c(=O)c2c1C	5.2%	6
[N-]=C=C1C(=S)NC(=O)[C@H]([n+]2ccccc2)[C@H]1c1ccc(Cl)cc1	/	2
COc1ccc(C2=C/C(=C/c3cccnc3)C(=O)O2)cc1OC	1.7%	51
CC(=O)NC(c1ccccc1)c1nc2ccccc2[nH]1 (stereo not given)	4.2%	66
Cc1cc(NC(=O)COC(=O)c2c(C)nn(Cc3ccccc3)c2Cl)no1	2.0%	/
O=C(CN(CC1CCCO1)C(=O)CNS(=O)(=O)c1ccc(Cl)cc1)NCCc1ccccc1 (stereo not given)	4.5%	20
CCCCCCc1cc2cc(-c3nnc(-c4ccccc4)o3)c(=O)oc2cc1O	-1.3%	/
O=C(NC(=S)N1CCCCCC1)C1CC1	-5.3%	3
CS(=O)(=O)N(CC(=O)NCC1CCCO1)c1cccc([N+](=O)[O-])c1 (stereo not given)	-1.9%	-4
Cc1cc(C)cc(-n2c(SC(C)C(=O)NCc3ccc4c(c3)OCO4)nc3ccccc3c2=O)c1 (stereo not given)	-0.9%	?
COc1ccc2[nH]cc(CCNC(=S)NCCc3ccccc3)c2c1	1.0%	-11
Cc1ccc(NC(=O)COc2cccc(/C=C3\SC(=S)N(CCC(=O)O)C3=O)c2)cc1Cl	9.1%	/
O=C(COn1nnc2ccccc21)N1CCN(Cc2ccccc2)CC1	2.8%	1
Cn1c(-c2cc3ccccc3oc2=O)nc2ccccc21	11%	-8
COc1ccc(-n2nnc3c(=O)n(Cc4cccc(C)c4)cnc32)cc1	-2.5%	/
CCOC(=O)C1CCN(C(=O)Nc2ccc(Cl)cc2Cl)CC1	5.3%	/
CCn1c(C)nc2cc(C(=O)n3cc(C(=O)c4cc(F)ccc4O)cn3)ccc21	1.2%	/
O=[N+]([O-])c1ccc(Cl)c(/C=N/N2CCN(C3c4ccccc4-c4ccccc43)CC2)c1	1.3%	/
CCOC(=O)c1[nH]c(C)c(C(=O)NCc2ccc(C)cc2)c1C	2.6%	5
NS(=O)(=O)c1ccc(NC2=CC(c3ccc([N+](=O)[O-])cc3)N(c3ccc(S(N)(=O)=O)cc3)C2=O)cc1 (stereo not given)	5.1%	-8
O=c1[nH]cc([N+](=O)[O-])cc1Br	-4.7%	10
CCC(C)(C)n1nnnc1C(c1cc2cc(C)cc(C)c2[nH]c1=O)N1CCN(Cc2ccc3c(c2)OCO3)CC1 (stereo not given)	/	7
COc1ccc(CNC(=O)c2c(C)cc(=O)oc2C)cc1OC	-2.8%	0
CC1(C)CC(=O)C(C(=O)/C=C/NCCc2ccccc2)C(=O)C1	1.1%	5

3 entries picked at random from those above:
SMILES	M. tuberculosis GlmU	Mtb RmlCD inh
CCC(C)(C)n1nnnc1C(c1cc2cc(C)cc(C)c2[nH]c1=O)N1CCN(Cc2ccc3c(c2)OCO3)CC1 (stereo not given)	/	7
NS(=O)(=O)c1ccc(NC2=CC(c3ccc([N+](=O)[O-])cc3)N(c3ccc(S(N)(=O)=O)cc3)C2=O)cc1 (stereo not given)	5.1%	-8
Cn1c(-c2cc3ccccc3oc2=O)nc2ccccc21	11%	-8

Following part
SMILES	M. tuberculosis GlmU	Mtb RmlCD inh
O=C(CSc1nnc2scc(-c3ccc(F)cc3)n12)NCc1ccco1	1.2%	-1
Fc1cccc(COc2ccccc2C(=S)N2CCCC2)c1	2.5%	-16
CCC(C)N(CCNC(=O)CC1Oc2ccc(C)cc2NC1=O)C1CCCCC1 (stereo not given)	4.0%	-6
C/C(=N\NC(=O)CNC(=O)c1ccc2c(c1)OCO2)c1ccco1	0.2%	-11
COC(=O)c1ccc(NS(=O)(=O)c2ccccc2)o1	1.3%	/
O=C(NCCCn1ccnc1)c1cc(-c2ccccc2)on1	-1.4%	5
CCCn1cc(CN2CCN(Cc3ccc(C)o3)C(CCO)C2)c(C)n1 (stereo not given)	-7.2%	/
CCOC(=O)c1cnc2c(c(C)nn2CC)c1NC1CC1	-2.3%	25
O=C(O)CCCN1C(=O)c2ccc(Oc3cccc([N+](=O)[O-])c3)cc2C1=O	2.1%	-14
Cc1ccc(Nc2nnc(C(C)(C)C)c(=O)n2N)cc1	5.1%	-5
CNc1nc(SCc2ccc(C)cc2)nc2c1CCCC2	0.2%	/
Cc1cc(/C=C2\C(=O)NC(=O)N(c3ccc(F)cc3)C2=O)c(C)n1-c1ccc(C(=O)O)cc1	4.8%	3
CCOC(=O)c1cnc2c(C(=O)OC)cccc2c1NCCN1CCOCC1	-4.2%	-7
CCOC(=O)/C(=C\c1ccc(C)cc1)NC(=O)c1ccccc1	1.5%	/
CN(CC1CCCO1)S(=O)(=O)c1ccc(C(=O)Nc2ccc3c(c2)OCO3)cc1 (stereo not given)	/	9
COc1ccc(C2C(C#N)=C(N)N(c3cccnc3)C3=C2C(=O)CCC3)cc1Cn1cc([N+](=O)[O-])cn1 (stereo not given)	3.2%	-10
COc1cccc(NC(=S)NC2CC(C)(C)NC(C)(C)C2)c1	1.1%	/
Cc1ccc(-c2nnc(-n3nnc4ccccc43)c3ccccc23)cc1	3.9%	/
COC(=O)c1cc(NC(=O)c2c(Cl)cnn2C)cc(C(=O)OC)c1	-0.3%	-8
N#CC12CCCCC1CC1CCCCC1(C#N)N2N (stereo not given)	-2.4%	/
COc1ccc(C(=O)CSc2nnc(-c3ccco3)n2C)cc1	3.8%	/
CCN1CCN(Cc2cccc(Oc3ccc(Cl)cc3)c2)CC1	4.8%	12
CC(C)Sc1nc2ccc(Br)cc2[nH]1	0.1%	-9
Cc1ccc(NC(=O)CCOc2ccccc2)cc1S(=O)(=O)Nc1ccccc1Cl	6.5%	/
CCCCOCC(O)CN1CCN(C(C)=O)CC1 (stereo not given)	2.5%	2

Later entries.
SMILES	M. tuberculosis GlmU	Mtb RmlCD inh
COC(=O)CSc1nc(N)nc(C)c1Cl	1.4%	3
N#Cc1c(NC(=O)CSc2nc3ccccc3s2)sc2c1CCCC2	0.4%	2
Oc1ccccc1C1N=C(c2ccccc2)NC(c2ccccc2)=N1	-0.9%	-5
Nc1nn(-c2ccccc2)c(N)c1N=Nc1ccc2c(c1)OCO2	-9.9%	6
O=C(Nc1ccccc1C(=O)O)c1cccc(NC(=O)c2ccc(Br)o2)c1	26%	-1
CC(=O)N1N=C(c2ccc3ccccc3c2)OC12CCCC2	-5.4%	9
CC/C(=N\NC(=S)Nc1cccc(C)c1)c1ccccc1	-0.4%	-11
CC(C)Nc1nc(NC(C)C)nc(N(C)n2cnnc2)n1	0.3%	/
COc1ccc(C2=NC(C(F)(F)F)(C(F)(F)F)c3c(n(C)c(=O)n(C)c3=O)N2)cc1	-0.4%	5
CC(=O)c1ccc(NC(=O)c2ccn[nH]2)cc1	7.0%	11
CC(=O)Nc1ccc(NC(=O)c2cc(-n3cnnc3)ccc2Cl)cc1	-2.6%	/
Nc1nnc(CCCCc2cccs2)o1	5.8%	-13
CC(NC(=O)Cn1c(NCCO)nc2ccccc21)C1CC2CCC1C2 (stereo not given)	-6.6%	12
O=C1C2C3CCC(C3)C2C(=O)N1CNc1ccc(F)cc1 (stereo not given)	-2.9%	9
O=C(Nc1ccc(NC(=O)c2cccs2)cn1)c1ccco1	-5.1%	/
Cc1[nH]c2ccc(OCc3ccccc3)cc2c1CCN1C(=O)OC(C)(C)C1(C)O (stereo not given)	0.4%	7
N#C/C(=C\c1cc2c(cc1Br)OCO2)C(=O)NCC1CCCO1 (stereo not given)	-1.0%	-1
Cc1c(C#N)c(N)nc2c3c(sc12)NC(=O)CC3c1ccccc1 (stereo not given)	2.4%	2
C=CC(=O)NCCCc1cc(C(C)(C)C)c(O)c(C(C)(C)C)c1	-3.7%	-4
COc1ccc2nc(NC(=O)CSc3nnc(-c4ccoc4C)n3C)sc2c1	-4.7%	20
O=C(O)CCC(=O)NCCc1cccc(Cl)c1	3.2%	-13
COc1ccc(CCNC(=O)NC23CC4CC(CC(C4)C2)C3)cc1	-3.2%	/
Cc1ccc(C(=O)N2CCCC(c3ccccc3)=N2)cc1	-1.4%	6
CCCOc1ccc(-c2nn(-c3ccccc3)cc2/C=C2\SC(N)=NC2=O)cc1C	3.8%	23
c1cc2c3c(cccc3c1)NC1(CCCCC1)N2	-0.6%	61

Single records, as listed above. Order of screens: M. tuberculosis GlmU | Mtb RmlCD inh
Shown for `Nc1nnc(CCCCc2cccs2)o1` → 5.8% | -13
Shown for `O=C1C2C3CCC(C3)C2C(=O)N1CNc1ccc(F)cc1` (stereo not given) → -2.9% | 9
Shown for `c1cc2c3c(cccc3c1)NC1(CCCCC1)N2` → -0.6% | 61
Shown for `CC(NC(=O)Cn1c(NCCO)nc2ccccc21)C1CC2CCC1C2` (stereo not given) → -6.6% | 12
Shown for `Cc1[nH]c2ccc(OCc3ccccc3)cc2c1CCN1C(=O)OC(C)(C)C1(C)O` (stereo not given) → 0.4% | 7

The list continues:
SMILES	M. tuberculosis GlmU	Mtb RmlCD inh
COC(=O)CCc1c(C)nn(-c2ccccc2)c1C	3.2%	5
Cc1ccccc1CN(c1ccc(C(=O)N2CCc3ccccc3C2)cc1)S(C)(=O)=O	-4.8%	/
Cc1cc(CNC(=O)[C@H]2C[C@@H]2[C@H](NP(=O)(c2ccccc2)c2ccccc2)c2ccccc2)nn1C	-4.8%	/
CCOC(=O)Nc1ccc(S(=O)(=O)Nc2nc(C)cc(C)n2)cc1	3.0%	/
CN(C(=O)C1CCCO1)c1nnc(-c2cnccn2)s1 (stereo not given)	-1.4%	/
CCc1[nH]nc2c1C(C(C)C)C(C#N)=C(N)O2 (stereo not given)	3.6%	/
CC(C)(C#CC(O)(c1ccccc1)c1ccccc1)N1CCCC1	-1.8%	9
CCOc1ccc(C2/C(=C(/O)c3ccc(F)cc3)C(=O)C(=O)N2CCCN(C)C)cc1 (stereo not given)	-0.4%	5
CC(c1ccc(C(C)(C)C)cc1)S(=O)CC(O)CO (stereo not given)	6.0%	8
CCn1c(NC(=S)Nc2ccccc2)nc2ccccc21	2.3%	/
COCCn1c(SCC(=O)Nc2ncc(C)s2)nc2sc3c(c2c1=O)CCC3	-0.1%	/
COC(=O)CN1C(c2cccc(Cl)c2)=Nc2ccc(Cl)cc2C1c1ccccc1 (stereo not given)	3.3%	-9
CCOC(=O)c1c2ccc(OCC(=O)N/N=C/c3ccc(C)cc3)cc2n2ccccc12	/	-1
CCOC(=O)c1csc(NC(=O)c2ccc(S(=O)(=O)N(CC)CC)cc2)n1	4.4%	/

Only part of the results is shown; the hit share may differ from the screen's.
